Compound activity (PubChem BioAssay)
HSF-1 act – HSF-1 activators, primary screen, NIH3T3-HGL cells, MG132 stress, luminescence, single point; activation, % at 9 µM; actives 1.7% (n = 300,000); NIH3T3-HGL HSF-1 luciferase reporter, 8 h; 100% = twice DMSO control signal; AID 504408, 2011;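 active = mean replicate activation of at least 50% with a set share of replicates each reaching 50%; inconclusive = only one of those two conditions met; inactive = mean below 50% and too few replicates reaching it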;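 also: 0% = median of the neutral control wells and 100% = twice that signal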
HSF1 inh – HSF1 inhibitors in luciferase reporter cells, primary screen, cell-based, NIH3T3, luminescence. NIH3T3-HGL HSE-luciferase, MG132-induced, luminescence 8 h; stronger effect = lower value. activity change, negative = inhibition, % at 7.5 µM (by protocol). actives 0.77% (n = 300,000). AID 2098, 2009;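 active = more than half of replicate wells show activity change below -50%, luminescence cut by over half; inconclusive = some wells, but at most half, below -50%; inactive = no replicate well below -50%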;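 also: luciferase reports HSF-1 transcriptional activity via heat shock element; 0% = median of DMSO wells and -100% = zero luminescence signal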
aSyn UTR inh – MLPCN primary screen, SNCA 5' untranslated region; alpha-synuclein 5'UTR reporter, inhibitor activity; inhibition, % (tested at 7.5 µM); actives 0.82% (n = 300,000); in the data active = inhibition above about 60%; inconclusive = no clear call, values can overlap the other calls;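 also: H4 neuroglioblastoma cells stably carrying SNCA 5'UTR luciferase fusion; 0% = DMSO wells and 100% = positive control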
KLF5 inhibitor – KLF5 expression inhibitors, primary screen, DLD-1 cells, luminescence | DLD-1 KLF5 promoter-luciferase reporter | actives 0.23% (n = 290,000) | AID 1700, 2009 | inhibition, % at 5 µM;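 active = inhibition above a per-plate limit of that plate's mean compound inhibition plus 3 SD, cut at about 60% in these data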;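 also: 0% = DMSO wells and 100% = LY294002 at 200 µM; higher means less KLF5 promoter-driven luciferase light; inactives centre near -14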
AI-2 QS mod – Vibrio harveyi AI-2 quorum sensing modulators, primary screen, JMH597 strain, luminescence/OD600 ratio; activity change, % at 7.5 µM; Vibrio harveyi JMH597 AI-2 luminescence/OD600 ratio, 9 h; stronger effect = lower value; strain lacks LuxN and CqsS sensors; 0 = neutral-control median; actives 0.4% (n = 300,000); in the data active = activity change below about -75%, passing the limit was not always enough; inconclusive = no clear call, values can overlap the other calls;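 also: luminescence divided by OD600 gain over 9 h not by final OD600 alone; inactives centre near 13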
IEC-6 tox – cytotoxicity in IEC-6 intestinal epithelial cells, primary screen, cytotoxicity control for KLF5 inhibitor project, cell-based, luminescence | AID 1825, 2009 | actives 0.78% (n = 290,000) | IEC-6 cytotoxicity, luminescence viability | inhibition, % at 5 µM; in the data active = inhibition above about 22%;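 also: 0% = plate median of test compound wells and 100% = cytotoxic reference compound wells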
GSK3A inh – blockers of GSK3A enzyme activity – biochemical, luminescence, cell-free homogeneous, HTS, primary screen; actives 0.1% (n = 320,000); Glycogen synthase kinase-3 alpha (Homo sapiens), P49840; GSK-3 alpha kinase, ADP-Glo luminescence, 60 min; inhibition, % at 10 µM;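 in the data active = inhibition above about 50%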;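 also: GST-tagged GSK-3 alpha with peptide substrate and 25 µM ATP; 0% = DMSO neutral wells and 100% = GW8510 positive control wells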
Target sequence (P49840 whole entry, looked up): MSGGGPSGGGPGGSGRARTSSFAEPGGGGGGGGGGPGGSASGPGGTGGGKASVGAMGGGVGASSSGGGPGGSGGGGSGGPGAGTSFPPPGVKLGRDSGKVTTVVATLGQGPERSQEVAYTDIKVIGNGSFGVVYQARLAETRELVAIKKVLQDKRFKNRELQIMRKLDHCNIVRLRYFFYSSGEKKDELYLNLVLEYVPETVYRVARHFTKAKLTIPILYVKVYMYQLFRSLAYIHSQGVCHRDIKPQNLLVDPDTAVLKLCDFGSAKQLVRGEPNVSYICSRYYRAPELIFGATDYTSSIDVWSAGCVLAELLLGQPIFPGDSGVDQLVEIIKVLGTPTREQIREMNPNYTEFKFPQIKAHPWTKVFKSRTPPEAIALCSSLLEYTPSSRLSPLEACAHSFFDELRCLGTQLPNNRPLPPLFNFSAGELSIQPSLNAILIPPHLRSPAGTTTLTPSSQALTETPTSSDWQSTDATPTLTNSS
PolyA inhibitor – polyadenylation inhibitors in yeast reporter cells, primary screen, luminescence, S. cerevisiae. S. cerevisiae SKY197-pL101 polyadenylation reporter, beta-gal luminescence; efflux-impaired pdr1/pdr3 knockout yeast; score 100 = 6 SD above DMSO. calls only at 12 µM. actives 0.02% (n = 300,000). AID 1875, 2009;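 active = lowest replicate activity score at least 50, where 100 means six control SD above control mean; inconclusive = lowest score under 50 but half or more replicates reach 50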;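 also: yeast exposed to compound for 9 h at 30 °C; higher score means more reporter readthrough which indicates perturbed polyadenylation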
GSK3B inh – human GSK3beta kinase inhibitors, primary screen, biochemical, cell-free homogeneous, HTS; GST-GSK3beta kinase, ADP-Glo luminescence, 60 min; stronger effect = lower value; activity score (negative = inhibition), % at 10 µM; actives 0.038% (n = 300,000); AID 2097, 2009;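 active = more than half of replicate wells score below -50%, meaning over 50% inhibition versus plate controls; inconclusive = some replicates but at most half score below -50%; inactive = no replicate scores below -50%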;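 also: 0% = median DMSO wells and -100% = median GW8510 positive control wells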
Target sequence (P49841 whole entry, looked up): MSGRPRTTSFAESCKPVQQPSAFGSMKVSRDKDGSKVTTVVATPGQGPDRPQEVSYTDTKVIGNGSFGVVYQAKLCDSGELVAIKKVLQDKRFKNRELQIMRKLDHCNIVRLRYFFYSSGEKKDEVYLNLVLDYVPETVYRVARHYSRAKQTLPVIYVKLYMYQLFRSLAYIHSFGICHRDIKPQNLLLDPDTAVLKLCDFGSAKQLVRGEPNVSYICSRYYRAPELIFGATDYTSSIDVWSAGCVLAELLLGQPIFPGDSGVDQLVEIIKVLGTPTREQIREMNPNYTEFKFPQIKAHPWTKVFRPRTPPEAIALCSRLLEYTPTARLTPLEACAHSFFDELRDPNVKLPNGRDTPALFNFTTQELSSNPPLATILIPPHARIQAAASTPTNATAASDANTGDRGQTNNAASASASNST
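Assay system: GST-tagged human GSK3beta kinase, cell-free; Input: 1.6 ng GSK3beta; Medium: Tris/MgCl2 kinase buffer; Timing: 60 min enzyme reaction, room temperature; Signal: ADP-Glo luminescence quantifying ADP generated by kinase; Evaluation: score relative to plate controls; Benchmarks: DMSO neutral wells and GW8510 at 20 µM as positive.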
HSP90 refold inh – HSP90 inhibitors, primary screen, cell lysate, luminescence; Heat shock protein HSP 90 (rabbit reticulocyte lysate; luciferase refolding); Rabbit reticulocyte lysate, luciferase refolding luminescence, 3 h; inhibition, % at 5.6 µM; actives 0.91% (n = 290,000); AID 1789, 2009;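 active = inhibition above the screen-wide mean plus 3 SD, computed separately per campaign, cut at about 16% in these data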;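 also: 0% = DMSO wells and 100% = 60 µM geldanamycin wells; inhibitors lower the luminescence because luciferase stays unfolded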
Active calls of the source: *; i = inactive; ? = inconclusive; . = not tested or not shown. A portion of the library. The share of hits here may be higher or lower than overall.

mol	KLF5 inhibitor	GSK3B inh	HSP90 refold inh	AI-2 QS mod	GSK3A inh	aSyn UTR inh	HSF1 inh	IEC-6 tox	PolyA inhibitor	HSF-1 act
COc1ccccc1NC(=O)c1ccccc1S(=O)(=O)c1ccccc1[N+](=O)[O-]	-22	0	-4	5	.	-5	3	-5	i	14
Cn1cc(-c2nnnn2-c2ccc(Cl)cc2)c(C(F)(F)F)n1	-2	-2	1	0	-1	21	4	-1	i	2
CCOC(=O)C1(Cc2cccc(Cl)c2)CCCN(C(=O)c2cc(C)on2)C1 (stereo unspecified)	-44	-1	-5	2	1	-72	5	4	i	29
O=C(Nc1cc(Cl)ccc1F)C1=COCCO1	.	1	.	2	-5	-61	8	.	i	18
Cc1cc(=O)n2[nH]c(C)c(-c3ccccc3)c2n1	-1	1	1	7	2	0	-3	4	i	-4
c1ccc(Nc2c3c(nc4ncnn24)CCC3)cc1	-7	1	0	-7	0	30	0	-3	i	1
COc1ccccc1CCn1cnc2c3cc(C)ccc3n(C)c2c1=O	5	2	4	5	-2	-20	-5	1	i	7
CCOc1nc(NC2CCCC2)nc(N2CCC(C)CC2)n1	-7	-2	-2	-4	-2	32	-21	-5	i	-42
Cc1ccc(OC(=O)c2c(C)nn(-c3ccccc3)c2C)cc1	-73	-1	-1	-4	-10	-131	23	-2	i	44
Cc1ccc(NC(=O)COC(=O)C2CC(=O)N(Cc3ccccc3)C2)cc1S(=O)(=O)N(C)C (stereo unspecified)	-25	2	3	14	1	9	-11	6	i	4
CCCOc1ccc(C2C(C(=O)c3ccc(C)o3)=C(O)C(=O)N2Cc2ccco2)cc1 (stereo unspecified)	-10	0	0	39	-5	2	7	-4	i	3
O=C(N/N=C\c1ccc(Br)o1)C1COc2ccccc2O1 (stereo unspecified)	-2	-19	-2	-11	1	18	0	-9	i	-6
Cc1c(C(=O)N/N=C/c2ccc(-c3ccccc3[N+](=O)[O-])o2)sc(N)c1C#N	-29	-15	-1	9	16	-49	8	-3	i	23
COc1cc(-n2c(=O)c3ccccc3n(CC(=O)c3ccccc3)c2=O)cc(OC)c1OC	-37	1	8	-6	.	8	1	2	i	17
FC(F)(F)c1cccc(Cc2noc(CN3CCCC(OCc4ccccn4)C3)n2)c1 (stereo unspecified)	-14	-1	0	13	0	-4	5	0	i	-5
COCCn1nnnc1CN1CCSCC1	-6	-3	0	19	-3	-19	-11	-5	i	-3
Cc1cc(C2(c3cc(C)c(NC(=O)CN4CCOCC4)c(C)c3)CCCCC2)cc(C)c1NC(=O)CN1CCOCC1	-38	7	2	?	0	8	-57*	-4	i	-66
O=C(CSc1nnnn1C1CCCCC1)Nc1ccccc1N1CCOCC1	-4	-1	1	-11	2	12	-1	5	i	26
Cc1ccc(NC(=O)c2ccc(S(=O)(=O)N3CCCC3)cc2)nc1	.	3	.	29	3	-28	3	.	i	18
Cc1ccc(C2C(C#N)=C3N=C(N)c4ccccc4N3C3=C2C(=O)CCC3)cc1 (stereo unspecified)	8	-1	2	0	-2	32	-35	7	i	-44
COC(=O)c1cc(NS(=O)(=O)c2ccc(Cl)c(N3C(=O)c4ccc(C(=O)O)cc4C3=O)c2)cc(C(=O)OC)c1	-7	8	4	18	17	7	14	-5	i	45
CC1=C(C(=O)Nc2ccccn2)C(c2ccc(N(C)C)cc2)n2ncnc2N1 (stereo unspecified)	-35	2	-2	0	1	-33	-5	2	i	-13
COc1ccc(C)cc1NC(=O)C(Sc1nncn1C)c1ccccc1 (stereo unspecified)	-28	-1	-8	15	-4	-7	.	3	i	.
CCC1CCCCN1C(=S)Nc1ccc(SC(F)F)cc1 (stereo unspecified)	3	0	0	-16	-2	-4	6	8	i	31
CCOC(=O)Cc1csc(NS(C)(=O)=O)n1	-19	1	1	28	-2	19	-5	5	i	3
C#CCO[C@@H]1C[C@H](n2ccc(NC(=O)c3ccccc3)nc2=O)O[C@@H]1CO	.	-1	.	9	2	1	-4	.	i	-3
COc1ccc(-c2nn(CC(=O)N3CCCCC3)c(=O)c3ccccc23)cc1	-1	7	2	14	3	25	-6	1	i	0
CCOc1ccc(C(=O)OC2CCN(C)CC2)cc1	-35	3	-3	6	-3	6	-4	-5	i	-10
COc1ccccc1CNC(=O)CCN1C(=O)c2ccccc2C1=O	-12	-2	-2	9	0	2	-3	4	i	-13
CCCOc1ccc(Cc2c(Cl)nc(SC)nc2NC)cc1	-7	3	-4	15	-4	-5	4	2	i	13
C=CCSc1nsc(N)n1	-14	-3	-2	19	-1	-19	-3	-2	i	22
CCC(NC(=O)c1ccccc1Br)c1ccccc1 (stereo unspecified)	-7	4	0	23	-1	14	-1	-4	i	-3
COc1ccc(CC(=O)Nc2ccc(S(=O)(=O)Nc3cc(OC)nc(OC)n3)cc2)cc1	-17	-3	1	-4	2	-4	-9	-6	i	-2
COc1ccc(/C=C2\Oc3cc(OC(=O)N4CCOCC4)ccc3C2=O)c(OC)c1	-29	-1	0	24	-3	3	6	-3	i	13
CCOC(=O)CSc1nc2c(c(-c3ccc(C)o3)c1C#N)CCCC2	14	0	2	4	-1	4	8	2	i	19
Cc1ccc2nc(SCc3cccc([N+](=O)[O-])c3)nc(C)c2c1	-3	2	0	6	-3	-11	15	-1	i	-14
N#CCc1ccc(NC(=O)c2ccc(CN3CCc4ccccc4C3)cc2)cc1	17	1	-4	5	2	12	-5	-5	i	1
O=C(Nc1ccc(N2CCN(Cc3ccccc3)CC2)cc1)c1ccccc1[N+](=O)[O-]	-4	-29	0	25	4	-5	-4	-2	i	-4
COc1cc(/C=N/NC(N)=O)c(Br)cc1OCC(=O)Nc1ccccc1C	9	1	-3	5	1	-20	7	-4	i	-6
Cn1[nH]c(CSc2ccc(Cl)cc2)cc1=O	-8	4	8	4	2	2	10	0	i	15
O=C1c2cccc(OCC(=O)N3CCCc4ccccc43)c2CCN1Cc1cccnc1	-28	3	2	6	-1	21	0	-2	i	0
O=C1N(c2ccccc2)C[C@@H]2C[C@@H](c3cccs3)N3CCC[C@@]123	-16	3	0	10	-1	-18	.	5	i	.
COc1ccc(Cc2n[nH]c(=S)n2Cc2ccccc2)cc1Cl	-6	-1	-2	12	2	-4	5	-4	i	29
Cc1cccc(-c2n[nH]c([N+](=O)[O-])n2)c1	-2	-3	2	12	1	-17	-6	-4	i	22
CN1CCCC(OC(=O)c2ccc(Cl)cc2)C1 (stereo unspecified)	1	-6	-1	0	-2	5	-1	-3	i	-11
COc1ccccc1C1=NOC(Cn2c(NCC3CCCO3)nc3c2c(=O)n(C)c(=O)n3C)C1 (stereo unspecified)	12	-1	13	-3	3	18	-5	2	i	-4
COc1ccc(NC(=O)CCn2nnc(-c3ccc(C)cc3)n2)cc1OC	12	-2	-4	8	-2	8	9	-2	i	31
N/C(=N\OC(=O)N1CCOCC1)c1ccccc1	-30	0	-1	23	2	-64	-1	4	i	-6
CCOc1ccc(CC(=O)Nc2c3c(nn2C(C)(C)C)CS(=O)(=O)C3)cc1	8	4	1	5	1	-13	-2	-4	i	-7
NC(=O)c1ccccc1NC(=O)CN1CCCCCC1	-28	1	-4	11	-4	-7	-3	-7	i	-15

Later entries:
mol	KLF5 inhibitor	GSK3B inh	HSP90 refold inh	AI-2 QS mod	GSK3A inh	aSyn UTR inh	HSF1 inh	IEC-6 tox	PolyA inhibitor	HSF-1 act
COc1ccc(C2CC(c3ccccc3)=NN2C(=O)COC(=O)c2cccc(S(=O)(=O)N3CCOCC3)c2)cc1 (stereo unspecified)	-7	3	0	-5	0	22	12	-10	i	5
CCC(=O)N(C)C(c1ccccc1Cl)c1nnnn1-c1c(C)cccc1C (stereo unspecified)	-19	1	0	24	-2	5	4	-5	i	33
COc1cc(C2C3=C(CCCC3=O)Nc3c2c(C)nn3-c2cccc(C)c2)cc(OC)c1O (stereo unspecified)	-10	2	3	-3	-4	12	8	-2	i	14
COc1ccc(C(=O)C2CCCN(Cc3cccn3-c3nccs3)C2)cc1OC (stereo unspecified)	-9	1	-1	5	-3	16	-10	-3	i	-8
O=C(NCc1ccccc1)N1CCN(c2ccc(F)cc2)CC1	-36	2	-6	6	-1	24	1	-6	i	-16
COCc1cc(C)nc(NCCO)c1C#N	-19	1	3	17	0	-3	-5	1	i	-1
Cc1csc(SC(C)C(=O)NCc2ccc3c(c2)OCO3)n1 (stereo unspecified)	-6	3	-3	17	-2	-10	2	-4	i	12
COC(=O)c1ccc(C(=O)OC)c(NC(=O)CSc2cccc[n+]2[O-])c1	-39	-2	1	10	-3	0	-10	7	i	0
NC(=O)c1cccnc1	-2	1	2	25	-2	5	0	0	i	-2
O=C(c1cccc(OC2CCN(Cc3cc(F)cc(F)c3)CC2)c1)N1CCCC1	-20	2	3	18	-5	-10	1	-3	i	13
Cc1ccc(OCC(=O)N(Cc2ccccc2)c2ccccn2)cc1	6	3	1	17	-1	-16	-8	-2	i	3
OCC[C@@H]1C[C@@H](O)[C@H](O)[C@@]2(Cc3ccccc3CCO2)O1	-6	0	-6	26	1	-14	-5	-4	i	3
COc1ccccc1C(=O)NCCOc1ccc(C)c(C)c1	-38	2	-4	14	-1	-9	2	-3	i	-3
COc1ccc(Br)cc1S(=O)(=O)n1ccnc1	5	0	-3	22	6	11	-1	-2	i	5
Fc1ccc(CSc2ccc3nnc(-c4ccccn4)n3n2)cc1	0	1	-3	8	-3	-9	2	0	i	6
Cc1cnc(C(=O)Nc2ccc(N3CCN(C(=O)OC(C)(C)C)CC3)cc2)cn1	-3	-2	-3	15	1	-89	-3	-3	i	-2
O=C(COc1ccc(Cl)cc1)Nc1ccc(C(=O)O)cc1NC(=O)COc1ccc(Cl)cc1	3	0	-4	4	0	-8	5	4	i	-22
